Pol beta inh: blocks human DNA polymerase beta activity; P06746; Pol beta primer extension/strand displacement, fluorescence kinetic; AID 485314; Potency, µM (highest dose often 114 µM), for the others: top-dose activity change, negative = inhibition, usual class: inhibitors; 340,000 tested, 1.3% active; also: potency is read from the fitted curve at half-maximal effect; % is scaled to controls: 0 for no effect and ±100 for the full control effect
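Reaction started by 50 nM substrate onto compound-treated Pol beta (10 nM, 15 min preincubation, room temperature); plates read at 0 min and 10 min. Normalized concentration-effect data fitted by four-parameter Hill equation.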
Pol kappa inh: DNA polymerase kappa (human) inhibition; Q9UBT6; purified Pol kappa, fluorescent DNA synthesis assay, 10 min; Potency, µM (doses to about 107 µM), for inactives: at the highest dose activity, negative = inhibition, hits mostly inhibitors; 400,000 tested, 0.53% active; AID 588579; also: potency is read from the fitted curve at half-maximal effect; % is scaled to controls: 0 for no effect and ±100 for the full control effect
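First, compounds were pin-transferred onto 10 nM Pol kappa. After 15 min at room temperature, substrate was added to 50 nM final. Fluorescence was then measured kinetically at 0 and 10 min.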
ALOX12 inh: blocks human arachidonate 12S-lipoxygenase; P18054; purified 12hLO, xylenol orange hydroperoxide absorbance; Potency, µM (top dose mostly 108 µM), for the others: at the highest dose activity change, negative = inhibition, actives largely listed as inhibitors; 580,000 tested, 1.1% active; AID 1671190; also: potency is read from the fitted curve at half-maximal effect; % is scaled to controls: 0 for no effect and ±100 for the full control effect
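Purified human 12hLO (150 nM final) in 25 mM Hepes, 0.01% Triton X-100, pH 7.0 was preincubated 15 min at room temperature with compound. Then 40 uM arachidonic acid was added, 30 min. Hydroperoxide was read by Fe-XO absorbance ratio 573/405 nm.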
Anesthetic bind: binds horse apoferritin like a general anesthetic. AID 485281. apoferritin/1-aminoanthracene competitive binding, fluorescence. 350,000 tested, 0.074% active. P02791. Potency, µM (highest dose often 77.5 µM), without a hit: at the top dose activity change, negative = displacement, hits mostly inhibitors; also: potency is read from the fitted curve at half-maximal effect; % is scaled to controls: 0 for no effect and ±100 for the full control effect; nearly all actives have a fitted effect of over 20% in size
Target sequence (P02791 2-175 limits assumed): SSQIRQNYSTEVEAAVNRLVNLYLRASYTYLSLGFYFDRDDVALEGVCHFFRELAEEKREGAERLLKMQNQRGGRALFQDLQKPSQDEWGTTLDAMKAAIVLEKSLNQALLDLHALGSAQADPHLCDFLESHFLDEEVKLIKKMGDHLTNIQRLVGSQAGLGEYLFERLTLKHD
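Horse-spleen apoferritin (10 uM) was mixed with 50% saturated 1-aminoanthracene in PBS, exposed to compounds for 10 min at room temperature, and read for fluorescence (ex 380 nm, em 535 nm). Competitive displacement was fitted with a four-parameter Hill equation.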
POLH inh: DNA polymerase eta (human) inhibition | Potency, µM (highest dose often 114 µM), for the others: at the top dose activity change, negative = inhibition, hits mostly inhibitors | recombinant Pol eta, fluorescent DNA replication assay | 390,000 tested, 1.2% active | AID 588591 | Q9Y253; also: potency is read from the fitted curve at half-maximal effect; % is scaled to controls: 0 for no effect and ±100 for the full control effect
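Fluorescent replication assay: 50 nM final substrate added after a 15 min room-temperature compound preincubation with 10 nM enzyme. Signal taken at 0 min and again at 10 min.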
APE1 inh: inhibitors of human APE1 endonuclease. AID 2517. recombinant APE1, TAMRA/BHQ-2 abasic DNA cleavage fluorescence. P27695. Potency, µM (highest dose often 65.8 µM), without a hit: top-dose activity change, negative = inhibition, hits mostly inhibitors. 350,000 tested, 0.35% active;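 also: potency is read from the fitted curve at half-maximal effect; plate controls were vehicle for no effect and reference inhibitor for full effect; nearly all actives have a fitted effect of over 55% in size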
Target sequence (P27695 whole entry, looked up): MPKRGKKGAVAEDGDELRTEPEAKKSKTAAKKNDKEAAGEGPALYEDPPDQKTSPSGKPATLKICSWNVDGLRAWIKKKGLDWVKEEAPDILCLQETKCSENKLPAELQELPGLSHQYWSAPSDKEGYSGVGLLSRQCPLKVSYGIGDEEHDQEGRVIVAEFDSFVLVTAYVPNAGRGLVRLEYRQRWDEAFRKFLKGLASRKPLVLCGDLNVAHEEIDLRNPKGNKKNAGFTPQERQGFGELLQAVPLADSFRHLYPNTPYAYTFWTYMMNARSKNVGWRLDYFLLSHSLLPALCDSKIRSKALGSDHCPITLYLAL
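Measures dequenching upon AP-site incision of a 5'-TAMRA/3'-BHQ-2 THF-containing duplex, 50 nM; human APE1 0.75 nM after 15 min room-temperature exposure to compound; kinetic three-point read at one-minute spacing.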
ERG-DNA inh: blocks human ERG Ets domain binding to DNA; P11308; fluorescence polarization, His-ERG Ets domain / labelled DNA; Potency, µM (doses to about 76.9 µM), for the others: top-dose FP activity, negative = inhibition, most hits filed as inhibitors; 370,000 tested, 0.028% active; AID 624246; active = well fitted inhibition curve with a large enough effect in the polarisation, with a control signal flat; inconclusive = small, poorly fitted or top-dose-only effect, or effect the other way, or a change in a side signal; inactive = no such curve, though single readings can be large or run the other way; the % refers to the polarisation;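 also: polarization taken with two DNA probes labelled with fluorescein and Texas red; potency is read from the fitted curve at half-maximal effect; % of control where 0% means no effect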
Target sequence (P11308 whole entry, looked up, the tested form may be a part): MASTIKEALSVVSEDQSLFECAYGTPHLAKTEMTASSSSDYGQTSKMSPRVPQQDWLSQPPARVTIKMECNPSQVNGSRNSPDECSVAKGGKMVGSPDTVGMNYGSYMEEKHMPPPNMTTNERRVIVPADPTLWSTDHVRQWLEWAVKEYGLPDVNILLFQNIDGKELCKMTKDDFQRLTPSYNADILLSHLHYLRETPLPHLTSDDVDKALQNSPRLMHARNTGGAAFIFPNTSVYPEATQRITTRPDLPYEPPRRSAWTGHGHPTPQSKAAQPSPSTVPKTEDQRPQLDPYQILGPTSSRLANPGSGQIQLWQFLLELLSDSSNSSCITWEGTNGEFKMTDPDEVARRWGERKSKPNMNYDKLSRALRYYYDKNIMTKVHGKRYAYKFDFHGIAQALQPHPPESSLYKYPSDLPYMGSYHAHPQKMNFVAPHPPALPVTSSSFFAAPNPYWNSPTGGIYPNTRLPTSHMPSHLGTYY
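His-tagged ERG Ets domain (1 uM in the protein solution; 300mM KCl, 50mM Tris-HCl, 1mM EDTA, 1mM DTT, pH 7.5) received compound, then a probe mix of 5 nM fluorescein-DNA and 100nM Texas-615-DNA. Fluorescence polarization was read for both dyes.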
LDHA block: LDHA (human) enzyme inhibition; P00338; purified LDHA, NADH/diaphorase-resazurin fluorescence; stronger effect = lower value; activity change, % (values are at about 110 or 230 µM); 480,000 tested, 0.15% active; AID 1347041; in the data active = activity change below about -30%; inconclusive = mostly about -25% to -30%;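 also: plate controls were DMSO wells for no effect and wells without enzyme for full effect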
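Remaining NADH was detected by diaphorase (0.133 mg/mL) converting 37 µM resazurin to fluorescent resorufin, read at 0 and 20 minutes. The preceding 5-minute room-temperature reaction used 2 nM LDHA, 0.2 mM sodium pyruvate and 0.06 mM NADH at pH 7.4.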
RGS4 inhibitor: human RGS4 inhibition | AID 504845 | Potency, µM (doses to about 114 µM), without a hit: top-dose activity change, negative = inhibition, most hits filed as inhibitors | P49798 | 390,000 tested, 0.039% active | Transcreener GDP fluorescence polarization, RGS4-accelerated GTP hydrolysis; also: potency is read from the fitted curve at half-maximal effect; % is scaled to controls: 0 for no effect and ±100 for the full control effect; nearly all actives have a fitted effect of over 75% in size; some results filed as inactive show a strong effect at the top dose
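MLSMR compounds (23 nl, pin-transferred) preincubated 10 min at room temperature with a 500nM (2x) first reagent, then RGS4 at 900nM (2x) plus Transcreener GDP mix added; fluorescence polarization (620/688 nm) read before and after 90 min at 30 °C.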
The depositor's hits bear a star; ? = inconclusive; · = no result given; [ ] = dose if it differs, or a comment. Unless noted, calls follow the shape of the dose curve; as a rule, active = well fitted curve in the direction sought with a large enough effect; inconclusive = small, poorly fitted or top-dose-only effect, or another doubt; inactive = no such curve, though single readings can be large; an effect the other way counts as inactive or inconclusive.

SMILES	Pol beta inh	Pol kappa inh	ALOX12 inh	Anesthetic bind	POLH inh	APE1 inh	ERG-DNA inh	LDHA block	RGS4 inhibitor
CCOC(=O)c1cc(-c2ccccc2)n(CCCC(=O)Nc2ccc(CC)cc2)c1C	5%	-14%[60.1 µM]	-18%	12%	-5%	·	-4%	-11	13%
COc1cc(C(=S)N2CCOCC2)ccc1OC(=O)/C=C/c1ccco1	?	-19%	-4%	?	51%[activator]	?	-1%	-9	-13%
CC(C)(CNCC(O)c1ccccc1)N1CCOCC1 (centres undefined)	1%	-13%	0%	-7%	-3%	-5%	-2%	-4	19%
COc1ccc(OCC(=O)Nc2ccc3c(c2)C(=O)NC3=O)cc1	6%	-31%	-8%	-3%	-1%	-4%	5%	-8	-10%
CCCCOc1ccc(-c2nc(/C=N/c3nccs3)c(O)o2)cc1	-1%	-14%	21%	7%	-4%	5%	-3%	-8	0%
Cc1cccc(N2CCN(C(=O)c3cccc(S(=O)(=O)N4CCCCC4)c3)CC2)c1C	·	-5%	-5%	·	-21%	-20%	-4%	-10	-7%
CCc1ccc(CN(C(=O)c2oc3ccccc3c2C)C2CCS(=O)(=O)C2)cc1 (centres undefined)	-1%	-2%	-14%	1%	-27%	-14%	2%	1	9%
COc1cc(C(c2sc3ncnn3c2O)N2CCN(c3ccccc3F)CC2)cc(OC)c1OC (centres undefined)	2%	-10%	5%	-7%	-4%	-5%	5%	3	6%
Fc1ccc(CNC(=S)Nc2ccccc2F)cc1	30%	-7%	2%	-12%	-7%	-6%	-7%	-15	3%
Cc1cccc(NC(=O)c2c(C)oc3ncn(CC(C)C)c(=O)c23)n1	25%	6%	-35%	5%	-8%	·	0%	-7	-24%
Cc1oc2ccc(O)c(CN3CCN(Cc4ccccc4)CC3)c2c1C(=O)Nc1ccccc1	-20%	-7%	-18%	1%	-7%	·	0%	1	-4%
COC(=O)CC(c1ccc(C#N)cc1)n1c(C)ccc1C (centres undefined)	30%	-6%	-7%	-12%	-2%	4%	10%	1	-20%
CCOC(=O)c1[nH]c2ccccc2c1NC(=O)c1cc(OC)c(OC)c(OC)c1	·	-7%	9%	·	-2%	·	·	6	4%
Cc1cccc(NC(=O)C2CCCN(C(=O)Nc3ccc(F)cc3)C2)c1C (centres undefined)	12%	-11%	0%	-11%	-1%	17%	-14%	-15	-1%
CCOC(=O)N1CCN(C(=O)COc2ccc(S(=O)(=O)NCc3ccccc3)cc2)CC1	7%	-9%	0%	-9%	10%	19%	-2%	0	3%
CN(C)S(=O)(=O)c1ccc(C(=O)NCCSc2c(-c3ccccc3)[nH]c3ccccc23)cc1	-26%	-23%	-6%	-7%	-5%	·	-1%	-15	11%
COc1cc(CNC(=O)c2cnc(SC)nc2-c2ccccc2)cc(OC)c1OC	-21%	-9%	-29%	-1%	-1%	·	-1%	-2	-1%
CCSc1nc(-c2cccc(Cl)c2)nc2c1Cc1c(CO)cnc(C)c1O2	-18%	-1%	-28%	-9%	6%	·	0%	-2	-17%
CCOC(=O)c1cn(CC)c2cc(N3CCCCC3)c(F)cc2c1=O	·	-1%	0%	·	-9%	·	9%	3	-11%
O=S(=O)(c1ccc(F)c(F)c1)N1CCN(S(=O)(=O)c2cccs2)CC1	32%	3%	-1%	1%	-8%	5%	-3%	-4	-13%
Cc1nc(NCCN2CCOCC2)c2nnn(Cc3c(F)cccc3Cl)c2n1	16%	4%	3%	-14%	-9%	6%	9%	4	-20%
CC(C)OC(=O)CSc1nnc(C2CCCCC2)n1N	0%	16%	-2%	-7%	-14%	2%	-1%	-1	-20%
CSc1cccc(-n2cc(-c3ccc4c(c3)OCO4)[nH]c2=O)c1	-41%	-12%	·	-15%	?	10%	-1%	15	-26%
Cc1ccc(C(=O)N2CCCC(c3nc4c(nnn4Cc4ccccc4)c(=O)[nH]3)C2)cc1 (centres undefined)	-2%	-2%	?	?	-15%	2%	-6%	4	2%
CCOc1ccc(-c2nc(CSCC(=O)NCCN3CCOCC3)c(C)o2)cc1	1%	-17%	0%	-4%	2%	1%	-2%	-1	3%

The closing two records of the section above open the next one:
SMILES	Pol beta inh	Pol kappa inh	ALOX12 inh	Anesthetic bind	POLH inh	APE1 inh	ERG-DNA inh	LDHA block	RGS4 inhibitor
Cc1ccc(C(=O)N2CCCC(c3nc4c(nnn4Cc4ccccc4)c(=O)[nH]3)C2)cc1 (centres undefined)	-2%	-2%	?	?	-15%	2%	-6%	4	2%
CCOc1ccc(-c2nc(CSCC(=O)NCCN3CCOCC3)c(C)o2)cc1	1%	-17%	0%	-4%	2%	1%	-2%	-1	3%
CCSc1nc(N)nc2c1ncn2C1OC(CO)C(O)C1O (centres undefined)	·	-11%	-3%	·	-7%	·	0%	-9	-6%
O/N=C1\CCc2cc(Cl)ccc21	15%	1%	6%	?	-10%	1%	-8%	0	-9%
C=CCN1C(=O)CS/C1=C(\C#N)S(=O)(=O)c1ccc(C)cc1	?	?	0%	10%	-12%	-5%	?	-1	?
NC(=O)COC(=O)c1sc2cc(F)ccc2c1Cl	26%	9%	2%	?	-21%	-5%	-7%	-4	6%
O=S1CC/C(=N\O)c2ccccc21 (centres undefined)	35%	-13%	0%	-4%	-2%	8%	-3%	-3	10%
COc1ccc(NCc2nc3ccccc3n2CCOc2ccccc2C)cc1	8%	-7%	3%	34%[activator]	-4%	·	15%	-1	11%
CN(C)S(=O)(=O)c1ccc(C(=O)Nc2ccc(Cl)cc2)cc1	14%	7%	2%	-13%	-11%	-7%	?	1	-1%
CC(C)(C)N(CC#CCC1(O)c2ccccc2-c2ccccc21)CCO	29%	-7%	-7%	-2%	-7%	-8%	-1%	-1	12%
Cc1cccc(C)c1NC(=O)COC(=O)c1cccc2c1C(=O)c1ccccc1C2=O	24%	-17%	-13%	6%	?	4%	5%	1	-16%
Cc1cc(=O)c(C(=O)O)nn1-c1ccccc1Cl	26%	0%	?	4%	-2%	20%	-17%	-1	2%
CC(C)c1ccc(NC(=O)CS(=O)(=O)c2cccc3nsnc23)cc1	-27%	-3%[60.1 µM]	0%	?	-14%	·	-9%	9	-42%
O=c1c2c(-c3cccs3)csc2ncn1-c1ccc(Br)cc1	3%	-12%	3%	-13%	-11%	19%	2%	-2	-35%
CCN(CC)S(=O)(=O)c1cc(NC(=O)c2n[nH]c(=O)c3ccccc23)ccc1C	0%	3%	13%	-24%	-13%	?	6%	-2	-27%
CC1(C)OC(=O)C(=NNc2ccccc2C(=O)O)C(=O)O1	-1%	-7%	?	2%	5%	0%	6%	-1	21%
CCC(=NCCc1c(C)[nH]c2ccc(OC(F)(F)F)cc12)C1=C(O)CC(c2ccccc2)CC1=O (centres undefined)	23%	2%	-11%	-17%	-19%	-1%	3%	3	-36%
O=C1C(Nc2ccc(O)cc2)=C/C(=N/S(=O)(=O)c2cccs2)c2ccccc21	0%	-11%	?	?	?	?	-8%	42	-33%
COc1ccc(/C=C/C(=O)Nc2cccnc2Cl)cc1	16%	17%	0%	-3%	-9%	-2%	2%	1	-24%
Cc1ccc(S(=O)(=O)N2CCOC23CCN(C(=O)c2cc(Cl)ccc2Cl)CC3)cc1	1%	-11%	?	0%	-5%	-1%	-4%	-8	22%
CCCCN(Cc1ccccc1)C1CCN(Cc2ccccc2)CC1	1%	2%	?	-1%	-10%	-3%	-10%	-2	-13%
COC(/C=C/Nc1ccc(OC)cc1)=C(C#N)C#N	-12%	2%[60.1 µM]	11%	-7%	-2%	-3%	·	-3	-18%

Grouped by structure, those above containing a Cl atom (eight)
SMILES	Pol beta inh	Pol kappa inh	ALOX12 inh	Anesthetic bind	POLH inh	APE1 inh	ERG-DNA inh	LDHA block	RGS4 inhibitor
CCSc1nc(-c2cccc(Cl)c2)nc2c1Cc1c(CO)cnc(C)c1O2	-18%	-1%	-28%	-9%	6%	·	0%	-2	-17%
Cc1nc(NCCN2CCOCC2)c2nnn(Cc3c(F)cccc3Cl)c2n1	16%	4%	3%	-14%	-9%	6%	9%	4	-20%
O/N=C1\CCc2cc(Cl)ccc21	15%	1%	6%	?	-10%	1%	-8%	0	-9%
NC(=O)COC(=O)c1sc2cc(F)ccc2c1Cl	26%	9%	2%	?	-21%	-5%	-7%	-4	6%
CN(C)S(=O)(=O)c1ccc(C(=O)Nc2ccc(Cl)cc2)cc1	14%	7%	2%	-13%	-11%	-7%	?	1	-1%
Cc1cc(=O)c(C(=O)O)nn1-c1ccccc1Cl	26%	0%	?	4%	-2%	20%	-17%	-1	2%
COc1ccc(/C=C/C(=O)Nc2cccnc2Cl)cc1	16%	17%	0%	-3%	-9%	-2%	2%	1	-24%
Cc1ccc(S(=O)(=O)N2CCOC23CCN(C(=O)c2cc(Cl)ccc2Cl)CC3)cc1	1%	-11%	?	0%	-5%	-1%	-4%	-8	22%

Screens (PubChem)

An excerpt (hit frequency here may not be typical).
